Screening data (PubChem BioAssay)
RMI-FANCM inh = RMI-FANCM interaction inhibition; Fluorescence polarization, RMI core complex with F-MM2 peptide; stronger effect = lower value; FP signal (polarization) at 33 µM; 0.58% of 70,000 active; AID 1159607; in the data active = FP signal below about 40; note: inactives centre near 61; strong numbers were not always called active; unit not given here
* hit, by the source's call; & = joins results of further samples. The list is partial; the hit share may differ from the screen's.

RMI-FANCM inh	molecule
55	Cc1cc(NC(=O)C(=O)NCc2ccco2)c2ccccc2n1
51	O=C(Nn1cnc2c(cnn2-c2ccc(F)cc2)c1=O)c1c(F)cccc1Cl
59&40	Cc1cc(CC(=O)O)n(C)c1C(=O)c1ccc(Cl)cc1
71	Cc1ccc(S(=O)(=O)N2CCC3(CC2)OCCN3S(=O)(=O)c2ccc(C)cc2)cc1
57	Cc1csc(NC(=O)CSc2nc3c(c(=O)n2Cc2ccccc2)SCC3)n1
59	Cc1ccc2ncnc(NCC(=O)O)c2c1
62	C=CCN(CC=C)Cc1nc2ccccc2[nH]1
88	CC(=O)c1cc(C(=O)OCC(=O)Nc2ccccc2F)c2ccccn12
59	CCOC(=O)c1ccccc1NC(=O)/C(C#N)=C/c1cccs1
108	O=C(CSc1nccn2nc(-c3ccc(F)cc3)cc12)Nc1cc(F)ccc1F
174	COc1cc(/C=C2\SC(N)=NC2=O)ccc1OCC(=O)Nc1ccc(Cl)cc1
54	CSc1cccc(NC(=O)C(=O)N2CCN(Cc3ccc4c(c3)OCO4)CC2)c1
61	Cc1cccc(-n2ncc3c(=O)n(CC(=O)Nc4cc(C(F)(F)F)ccc4Cl)cnc32)c1C
56	OC[C@H]1O[C@@H](n2cnc3c(NC4CCCC4)ncnc32)C(O)[C@H]1O (stereo not given in full)
60	O=C(COC(=O)c1cc(-c2ccccc2)nc2ccccc12)c1ccc(Cl)cc1
62	O=C(COc1ccc(Cl)cc1Cl)NCCCn1ncccc1=O
69	CCC(=O)N1CCCc2cc(N)ccc21
57	Cc1ccc(-c2csc(=NC(=O)c3ccccc3)n2-c2ccc(C)cc2)cc1
61	O=C(NCCn1ncccc1=O)Nc1ccccc1Cl
67	O=C(Cc1cc(=O)[nH]c(SCc2ccccc2F)n1)N1CCN(c2ccccc2)CC1
65	O=C(CSCc1ccccc1)NCCn1ncccc1=O
54	O=C(Nc1ccc(OC(F)(F)F)cc1)N1CCN(c2ncccn2)CC1
74	Cc1oc(-c2cccc(Cl)c2)nc1CSc1nc(-c2ccccc2)cc(=O)[nH]1
51	Cc1ccc(S(=O)(=O)NC(=O)N2CCN(Cc3c(F)cccc3Cl)CC2)cc1
62	O=C(Nc1ccccn1)c1ccc(S(=O)(=O)N2CCOCC2)cc1
55	O=C(NC(=S)Nc1cccnc1)c1ccccc1
58	CCOc1ccccc1/C=N\NC(=O)CCn1c2ccccc2c2ccccc21
71	Cc1ccc(NC(=O)C(=O)NCC(c2ccc3c(c2)CCCN3C)N2CCCC2)c(C)c1 (stereo not given)
65	CN1CCc2cc(C(CNC(=O)C(=O)Nc3ccc4c(c3)OCCO4)N(C)C)ccc21 (stereo not given)
80	Cc1ccc(C)c(NC(=O)Cn2nc(-c3ccco3)c3sc(N4CCCCC4)nc3c2=O)c1
57	CN(C)c1ccc(-c2nc3ccccc3n2CCCOc2ccccc2)cc1
63	COc1cccc(N2C(=O)C3N=NN(c4ccc(C)c(C)c4)C3C2=O)c1 (stereo not given)
57	O=C(CC1CCCCN1S(=O)(=O)c1ccc(Cl)cc1)NC1CCCCCC1 (stereo not given)
64	CC(=O)c1cccc(NC(=O)Cc2csc(Nc3ccc(S(C)(=O)=O)cc3)n2)c1
61	Cc1cccc(CSc2nnc(NC(=O)CSCc3ccccc3)s2)c1
57	COc1ccc(C(=O)C(C(c2ccccc2)N2CCOCC2)N2CCOCC2)cc1 (stereo not given)
85	COc1ccc(Cl)c2sc(N(CCN(C)C)C(=O)c3ccn(C)n3)nc12
69	O=C(COc1ccccc1)NCc1ccsc1
62	NC(=O)c1csc(NC(=O)C2(c3ccc(Cl)cc3)CCCC2)n1
55	CCCCc1c(O)cc(-c2ccccc2)n(Cc2ccccc2)c1=O
61	COc1cc(C(F)(F)F)nc2ccc(C#CCOC(=O)c3ccccc3)cc12
66	O=C(NCCn1ncc2c(=O)n(Cc3ccc([N+](=O)[O-])cc3)cnc21)c1ccccc1C(F)(F)F
58	CCOC(=O)c1c(N)c(C(=O)c2ccc(C)cc2)n2ccccc12
59	COc1ccc(C(=O)c2cn(Cc3ccccc3OC)c3cc4c(cc3c2=O)OCO4)cc1
67	Nc1c(-c2ccccc2)sc2ccc3ccccc3[n+]12
53	Cc1cc(S(=O)(=O)NCC(c2ccc(F)cc2)N2CCN(C)CC2)ccc1F (stereo not given)
48	Cc1cc(Nc2ccccc2C(=O)O)n(-c2c(Cl)cccc2Cl)n1
56	O=C1OC(/C=C/c2ccccc2)=NC/1=C/c1ccc2c(c1)OCO2
89	COC(=O)c1c(NC(=O)Cc2ccc(Cl)s2)sc2c1CCN(C(C)C)C2
54	COC(=O)c1scc(C)c1NS(=O)(=O)c1ccc2c(c1)CCO2
71	C=CCn1c(SCC(=O)c2ccc(C(C)(C)C)cc2)nc2scc(-c3ccc(F)cc3)c2c1=O
39	CCOC(=O)/C(C#N)=C/N(C)/N=C\c1ccccc1
70	Cc1cccc(C)c1N1CCN(CC(O)COc2ccc3c(C)cc(=O)oc3c2)CC1 (stereo not given)
59	O=C(NCCS(=O)(=O)N1CCN(c2ncccn2)CC1)c1ccc2c(c1)OCO2
65	O=C(NCCN1CCN(c2ccccc2F)CC1)C(=O)Nc1ccc(F)c(F)c1
55	CCOC(=O)c1s/c(=N\N=C(C)C)n(C)c1C
59	C[C@@]12C(=O)OC(=O)[C@]1(C)[C@H]1CC[C@@H]2O1
63&59	Clc1ccc(CSC(Cn2ccnc2)c2ccc(Cl)cc2Cl)cc1 (stereo not given)
62	Cc1cc(NC(=O)CSc2nnc(C(C)C)c3cnn(-c4ccccc4)c23)no1
63	COc1ccc(CCNC(=O)CSc2nnc(-c3ccc(=O)n(C)c3)n2C)cc1OC

(next part)
RMI-FANCM inh	molecule
58	Cc1onc(-c2c(Cl)cccc2Cl)c1C1CC(=O)Nc2ccccc2S1 (stereo not given)
62	CC(C)Oc1ccc(C(=O)N2CCN(Cc3nc(-c4cccs4)cs3)CC2)cc1
49	N#Cc1ccc(-c2cccs2)s1
58	COC(=O)CS(=O)(=O)c1nccn1C
59&50	CC[C@H]1OC(=O)[C@H](C)[C@@H](O[C@H]2C[C@@](C)(OC)[C@@H](O)[C@H](C)O2)[C@H](C)[C@@H](O[C@@H]2O[C@H](C)C[C@H](N(C)C)[C@H]2O)[C@](C)(O)C[C@@H](C)C(=O)[C@H](C)[C@@H](O)[C@]1(C)O
70	CCOC(=O)c1csc(NC(=O)c2ccnn2CC)n1
54	O=C(Nc1cccnc1)Nc1csc(-c2ccc(C(F)(F)F)cc2)n1
69	CN1CCc2cc(C(CNC(=O)Nc3ccc4c(c3)OCO4)N3CCCC3)ccc21 (stereo not given)
56	NS(=O)(=O)c1ccc(CNC(=O)c2cc(C3CC3)n(C3CCS(=O)(=O)C3)n2)cc1 (stereo not given)
56	N#Cc1ccccc1NC(=O)C(=O)NCCC1=CCCCC1
61	O=C(c1ccc(Cl)cc1)N1CCC(n2nnc3ccccc32)CC1
57	CCOc1ccc(NS(=O)(=O)c2cccc(C)c2)cc1
58	CCOC(=O)N1CCN(S(=O)(=O)c2ccc(C(=O)Nc3ccc(S(=O)(=O)Nc4nccc(C)n4)cc3)cc2)CC1
64	Cc1csc2nc[nH]c(=O)c12
51	CCCNC(=S)NCCO
63	CC(=O)Nc1ccc(C(=O)NCCNS(=O)(=O)c2ccc3ccccc3c2)cc1
55	CCOC(=O)Cn1nc(C)c([N+](=O)[O-])c1C
-17	O=C1/C(=C/c2ccc(Cl)cc2)Oc2cc(O)ccc21
58	Cc1cccc(NC(=O)NC2CCS(=O)(=O)C2)c1 (stereo not given)
99	COc1ccc(-c2cc(-c3ccc(OC)cc3)c(C#N)c(SCC(=O)Nc3nc(-c4ccccc4)ns3)n2)cc1
101	CCN(CC)CCN(C(=O)c1ccc(S(=O)(=O)N(CC)c2ccccc2)cc1)c1nc2ccc(C)cc2s1
63	CCOc1ccccc1NC(=O)Cn1c(C)cc(C)c(S(=O)(=O)c2ccccc2)c1=O
106	O=C(CCc1nc2sc3c(c2c(=O)[nH]1)CCCCC3)Nc1ccc(Oc2ccccc2)cc1
52	COc1ccc(Oc2ccc([N+](=O)[O-])cc2-c2nc(CS(=O)(=O)C(C)(C)C)no2)cc1
57	O=C(COc1ccc(Br)cc1Br)NCC1CCCO1 (stereo not given)
55	COc1ccc(OC)c(NC(=O)C(=O)NCc2ccco2)c1
52	O=C(Nc1cccc(Cl)c1Cl)c1ccno1
59	Cc1nnc(NC(=O)CSc2ccc(-c3sc(-c4cccnc4)nc3C)nn2)s1
72	COc1cc(C(=O)N=c2sc3cc4c(cc3n2C)OCO4)cc(OC)c1OC
60	CCOc1ccccc1C(=O)NCCc1cc2cc(C)c(C)cc2[nH]c1=O

Some of the entries so far, with each value named.
CCOc1ccccc1NC(=O)Cn1c(C)cc(C)c(S(=O)(=O)c2ccccc2)c1=O
  RMI-FANCM inh: 63

O=C(CCc1nc2sc3c(c2c(=O)[nH]1)CCCCC3)Nc1ccc(Oc2ccccc2)cc1
  RMI-FANCM inh: 106

(more compounds)
RMI-FANCM inh	molecule
71	COCCN1CCC(CNS(=O)(=O)c2cc(OC)ccc2OC)CC1
58	O=c1[nH]c2ccc([N+](=O)[O-])cc2[nH]1
48	O=C1/C(=C/c2ccccc2)CCCC1CN1CCOCC1 (stereo not given)
55	O=C(CSc1nnc(CSc2ncccn2)n1-c1ccccc1)NO
52	Cc1cc(NC(=O)NCCCSc2nnc(-c3ccccc3)o2)no1
54	COc1ccc(Cl)cc1NC(=O)C(=O)NCCc1ccc2c(c1)CCCN2C
63	CCOC(=O)c1cc([N+](=O)[O-])sc1NC(=O)c1cc2ccccc2oc1=O
63	O=C(COc1ccccc1)NCc1nnc(SCC(=O)Nc2ccccc2F)n1-c1ccc(F)cc1
64	COc1ccc(CC(=O)Nc2cc(C)nn2-c2nc3c(cnn3-c3ccc(Cl)cc3)c(=O)[nH]2)cc1
58	CC(=O)Nc1cccc(OCCCNS(=O)(=O)c2cn(C)c(C)n2)c1
61	O=C(c1ccccc1Cl)N1CCN(Cc2nc(C3CC3)cs2)CC1
66	O=C1N=C(N2CCN(c3cccc(C(F)(F)F)c3)CC2)S/C1=C/c1cccs1
76	O=C(NCC1CCN(Cc2ccccc2)CC1)C(=O)Nc1ccccc1
67	CSc1ccccc1NC(=O)c1oc2ccc(C)cc2c1C
61	COc1cccc(-n2c(SCc3cccnc3)nc3c(c2=O)SCC3)c1
59	O=C(NC(=S)N1CCOCC1)c1cccc([N+](=O)[O-])c1
63	Clc1ccc(CN2CCN(c3ncnc4scc(-c5cccs5)c34)CC2)cc1Cl
54&60&62	C[C@]12C[C@H](O)[C@H]3[C@@H](CCC4=CC(=O)CC[C@@]43C)[C@@H]1CC[C@@H]2C(=O)CO
55	CC12CCC3(C=C1CCC1C2C(=O)CC2(C)C1CCC21OCCO1)OCCO3 (stereo not given)
66	Cc1nn(C2CCS(=O)(=O)C2)c2nc(-c3ccccc3)cc(C(=O)N3CCOCC3)c12 (stereo not given)
65	CCC(NS(=O)(=O)c1ccc2c(c1)C(=O)c1ccccc1C2=O)C(=O)O (stereo not given)
49	COC(=O)CC1(C(=O)OC)Oc2ccc(Br)cc2C(=O)N1c1ccc(F)c(Cl)c1 (stereo not given)
52	Cc1nn(-c2ccccc2)c2[nH]cc(C(=O)N3CCN(C(=O)c4ccco4)CC3)c(=O)c12
61	CC(=O)NNC(=O)c1csc(-c2csc(C)n2)n1
54	O=C(Sc1ccccc1)c1ccc(C(F)(F)F)cc1
81	O=C(NCCCCN1CCOC(c2ccccc2)C1)C(=O)Nc1ccc(F)cc1 (stereo not given)
55&66	NCCc1cnc[nH]1
67	CCSc1nnc(NC(=O)c2nn(-c3ccc(F)cc3)cc2OC)s1
60	N#CC1=C(N)NC(=S)C(C(N)=O)C12CCCCC2 (stereo not given)
63	COc1ccccc1N1CCN(CCNC(=O)c2cccs2)CC1
56	COc1ccc(-c2cc(=O)c3c(O)cc(O)cc3o2)cc1O
53	CCOc1ccc(-n2c(O)c(C=Nc3c(C)n(C)n(-c4ccccc4)c3=O)c3ccccc3c2=O)c([N+](=O)[O-])c1
68	CCOc1ccc(CC(=O)Nc2nc3ccc4nc(SC)sc4c3s2)cc1
64	CC(C)(C)OC(=O)Cn1ccc(=O)[nH]c1=O
54	O=S(=O)(Cc1ccc(F)cc1)Cc1noc(-c2ccno2)n1
65	CCC(=O)Nc1ccc(S(=O)(=O)NCCN2CCN(c3ccccc3F)CC2)c(C)c1
61	CSc1ccccc1CNC(=O)NC12CC3CC(CC(C3)C1)C2
64	CCS(=O)(=O)c1cccc(C(=O)Nc2c3c(nn2-c2ccccc2)CCC3)c1

Grouped by structure, the compounds so far with an aryl methoxy group (18)
RMI-FANCM inh	molecule
174	COc1cc(/C=C2\SC(N)=NC2=O)ccc1OCC(=O)Nc1ccc(Cl)cc1
63	COc1cccc(N2C(=O)C3N=NN(c4ccc(C)c(C)c4)C3C2=O)c1 (stereo not given)
57	COc1ccc(C(=O)C(C(c2ccccc2)N2CCOCC2)N2CCOCC2)cc1 (stereo not given)
85	COc1ccc(Cl)c2sc(N(CCN(C)C)C(=O)c3ccn(C)n3)nc12
61	COc1cc(C(F)(F)F)nc2ccc(C#CCOC(=O)c3ccccc3)cc12
59	COc1ccc(C(=O)c2cn(Cc3ccccc3OC)c3cc4c(cc3c2=O)OCO4)cc1
63	COc1ccc(CCNC(=O)CSc2nnc(-c3ccc(=O)n(C)c3)n2C)cc1OC
99	COc1ccc(-c2cc(-c3ccc(OC)cc3)c(C#N)c(SCC(=O)Nc3nc(-c4ccccc4)ns3)n2)cc1
52	COc1ccc(Oc2ccc([N+](=O)[O-])cc2-c2nc(CS(=O)(=O)C(C)(C)C)no2)cc1
55	COc1ccc(OC)c(NC(=O)C(=O)NCc2ccco2)c1
72	COc1cc(C(=O)N=c2sc3cc4c(cc3n2C)OCO4)cc(OC)c1OC
71	COCCN1CCC(CNS(=O)(=O)c2cc(OC)ccc2OC)CC1
54	COc1ccc(Cl)cc1NC(=O)C(=O)NCCc1ccc2c(c1)CCCN2C
64	COc1ccc(CC(=O)Nc2cc(C)nn2-c2nc3c(cnn3-c3ccc(Cl)cc3)c(=O)[nH]2)cc1
61	COc1cccc(-n2c(SCc3cccnc3)nc3c(c2=O)SCC3)c1
67	CCSc1nnc(NC(=O)c2nn(-c3ccc(F)cc3)cc2OC)s1
63	COc1ccccc1N1CCN(CCNC(=O)c2cccs2)CC1
56	COc1ccc(-c2cc(=O)c3c(O)cc(O)cc3o2)cc1O
